Assay outcomes from PubChem BioAssay.
ADAM10 inh = human ADAM10 inhibitors, primary screen, biochemical, QFRET, HTS | recombinant ADAM10, EDANS/DABCYL FRET peptide cleavage, 3 h | 370,000 tested, 0.62% active | inhibition, % at 7 µM | Disintegrin and metalloproteinase domain-containing protein 10 (Homo sapiens), O14672;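 active = inhibition above a per-campaign cutoff equal to the mean of compounds falling between control-based bounds plus 3 SD, cut at about 20% in these data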;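 also: 0% = DMSO wells while the 100% control is not disclosed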
Target sequence (O14672 214-748 limits assumed): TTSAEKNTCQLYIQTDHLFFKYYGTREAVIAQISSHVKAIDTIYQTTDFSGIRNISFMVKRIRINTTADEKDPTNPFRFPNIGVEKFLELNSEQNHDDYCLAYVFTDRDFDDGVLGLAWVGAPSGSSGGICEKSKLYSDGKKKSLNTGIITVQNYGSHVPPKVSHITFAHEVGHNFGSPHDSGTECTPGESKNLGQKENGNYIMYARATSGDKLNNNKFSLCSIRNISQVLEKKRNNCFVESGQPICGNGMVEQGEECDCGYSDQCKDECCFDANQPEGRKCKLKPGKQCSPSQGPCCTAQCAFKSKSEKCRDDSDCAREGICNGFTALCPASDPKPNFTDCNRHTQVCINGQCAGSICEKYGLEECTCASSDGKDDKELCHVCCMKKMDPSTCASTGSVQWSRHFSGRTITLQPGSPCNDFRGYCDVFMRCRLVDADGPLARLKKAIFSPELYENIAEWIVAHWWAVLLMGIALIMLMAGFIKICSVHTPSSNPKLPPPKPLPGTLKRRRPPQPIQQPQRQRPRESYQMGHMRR
DDE Tn7 FP inh = inhibitors of Tn7 peptide binding to fibrin DD(E), primary screen, biochemical, fluorescence polarization, human fibrin, Tn7 probe; Fibrinogen beta chain (Homo sapiens), P02675; FP displacement of FITC-Tn7 peptide from fibrin DD(E); 0% = median of compound wells per plate; inhibition, % at 8.3 µM; 370,000 tested, 0.13% active;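 active = inhibition above the mean of compounds falling within the control limits plus 3 SD of them, cut at about 14% in these data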;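 also: 0% = plate median of compound wells and 100% = 10 µM Aha-Tn7 peptide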
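Assay system: human fibrin DD(E) protein / Input: 2 µM fibrin DD(E) / Benchmarks: high control of 10 µM Aha-Tn7 peptide / Measured by: fluorescence polarization of the labelled Tn7 tracer / Medium: Tris buffer with calcium and detergent, pH 7.8 / Timing: 10 min compound pre-incubation, 3 h probe incubation at room temperature / Repeats: one replicate per compound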
ADAM17 inh = ADAM17 inhibitors, primary screen, biochemical, QFRET; AID 720648, 2013; 370,000 tested, 0.83% active; Disintegrin and metalloproteinase domain-containing protein 17 (Homo sapiens), P78536; recombinant ADAM17, EDANS/DABCYL FRET peptide cleavage; inhibition, % at 6.95 µM;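 active = inhibition above the mean of compounds lying between control limits plus 3 SD, set per campaign, cut at about 8.5% in these data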;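 also: 0% = DMSO-only wells as the low control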
SIAE primary = human SIAE inhibitors, primary screen, biochemical, fluorescence polarization, FP-Rh probe, 1536-well HTS | inhibition, % at 9.66 µM | 370,000 tested, 0.69% active | SIAE FP-Rh probe binding;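 active = inhibition above a cutoff: mean of compounds within the control limits plus 3 SD of those, cut at about 17% in these data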;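 also: 0% = plate median of compound wells and 100% = probe without SIAE protein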
ASAP1 inh = inhibitors of human ASAP1 ArfGAP activity, primary screen, biochemical, fluorescence polarization; Arf-GAP with SH3 domain, ANK repeat and PH domain-containing protein 1 (Homo sapiens), …; ASAP1-stimulated ARF1 GTP hydrolysis, GDP FP detection; inhibition, % at 16.5 µM; 360,000 tested, 0.19% active; in the data active = inhibition above about 25%;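 also: 0% = vehicle with enzyme and substrate and 100% = no enzyme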
Target sequence (Q9ULH1 325-724 limits assumed): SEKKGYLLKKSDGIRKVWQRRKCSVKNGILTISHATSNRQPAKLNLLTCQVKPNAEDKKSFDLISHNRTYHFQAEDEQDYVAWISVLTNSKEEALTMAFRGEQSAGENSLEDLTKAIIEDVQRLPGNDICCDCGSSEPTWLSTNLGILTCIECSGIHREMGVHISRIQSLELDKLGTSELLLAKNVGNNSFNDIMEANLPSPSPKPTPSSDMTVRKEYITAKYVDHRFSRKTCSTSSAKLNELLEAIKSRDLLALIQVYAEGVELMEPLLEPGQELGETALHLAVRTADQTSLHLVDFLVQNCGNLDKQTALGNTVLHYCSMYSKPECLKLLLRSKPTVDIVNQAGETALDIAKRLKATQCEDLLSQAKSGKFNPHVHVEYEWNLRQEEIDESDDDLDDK
Tn6 DDE FP = inhibitors of Tn6 peptide binding to fibrin DD(E), primary screen, biochemical, fluorescence polarization, human fibrin, Tn6 probe; inhibition, % at 8.3 µM; Fibrin DD(E) TRITC-Tn6 fluorescence polarization displacement; 370,000 tested, 0.21% active; Fibrinogen beta chain (Homo sapiens), P02675;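 active = inhibition above a per-campaign cutoff: mean of compounds within control limits plus 3 SD, cut at about 15% in these data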;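 also: 0% = median of all compound wells on the plate and 100% = blocking peptide control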
PLCg1 inh = PLC-gamma1 enzyme inhibitors, primary screen, biochemical, fluorescence, purified enzyme; 1-phosphatidylinositol 4,5-bisphosphate phosphodiesterase gamma-1 (Homo sapiens), P19174; fluorogenic substrate; inhibition, % at 12.2 µM; 370,000 tested, 0.84% active; AID 720700, 2013; in the data active = inhibition above about 9.5%
PLCb3 inh = human PLC-beta3 inhibitors, primary screen, biochemical, fluorescence; 1-phosphatidylinositol 4,5-bisphosphate phosphodiesterase beta-3 (Homo sapiens), Q01970; Purified PLC-beta3, fluorogenic substrate; inhibition, % at 12.2 µM; 370,000 tested, 0.18% active; AID 720704, 2013; in the data active = inhibition above about 11%;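 also: 0% = median of compound wells on plate and 100% = full blocker control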
TDP2 inh = human TDP2 enzyme inhibitors, primary screen, biochemical, epi absorbance, recombinant enzyme | T5PNP hydrolysis, p-nitrophenol absorbance 415 nm | inhibition, % at 12.8 µM | 370,000 tested, 0.34% active | AID 720702, 2013;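 active = inhibition above the mean of all tested compounds plus 3 SD, set per campaign, cut at about 25% in these data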;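 also: 0% = DMSO with enzyme and 100% = buffer with substrate but no TDP2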
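Assay system: recombinant human TDP2 / Reagent: T5PNP substrate at 5 mM, a TopII-DNA adduct mimic / Measured by: epi absorbance from released p-nitrophenol / Evaluation: % inhibition relative to enzyme-containing and enzyme-free wells / Control set: enzyme-free and DMSO wells / Replicates: each compound tested once, singlicate / Schedule: enzyme reaction with compound for 2 h at 37 °C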
ARFGAP1 inh = inhibitors of rat ARFGAP1 GAP activity, primary screen, biochemical, fluorescence polarization, GDP tracer; Arfgap1-stimulated ARF1 GTP hydrolysis, GDP FP detection; inhibition, % at 16.5 µM; AID 651572, 2012; 360,000 tested, 0.26% active;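 active = inhibition above a per-plate limit, mean inhibition of low control wells plus 3 SD, cut at about 25% in these data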;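 also: 0% = DMSO wells with enzyme and 100% = wells lacking Arfgap1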
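Material – truncated rat Arfgap1 GAP domain · Buffer or medium – HEPES-based buffer, pH 7.5 · Reagent – human ARF1(Δ1-17)-GTP substrate · Dosing – 16.5 µM single point, 1.26% DMSO · Schedule – GTP hydrolysis reaction 2 h at 25 °C · Technique – GDP detection by fluorescence polarization · Benchmarks – No-Arfgap1 wells (100%) versus DMSO full-reaction wells (0%) · Repeats – single replicate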
* marks the source's active call; other numbers are inactive results.

| SMILES | PLCg1 inh | SIAE primary | DDE Tn7 FP inh | ADAM10 inh | ASAP1 inh | Tn6 DDE FP | PLCb3 inh | TDP2 inh | ARFGAP1 inh | ADAM17 inh |
| --- | --- | --- | --- | --- | --- | --- | --- | --- | --- | --- |
| COc1cc(C)ccc1OCc1cc(C(=O)N(Cc2c(C)nn(C)c2C)C2CC2)no1 | 0 | 3 | 4 | -7 | -4 | -1 | -5 | 12 | -12 | -3 |
| Nc1c(C(=O)N/N=C/c2ccccc2)cnn1-c1ccccc1 | -6 | 0 | 4 | 5 | 0 | 2 | -6 | 8 | 10 | 1 |
| CCN(CC)C(=O)c1c(NC(=O)c2ccccc2)sc(C)c1C | 0 | 1 | -7 | -5 | 14 | -1 | -1 | -2 | -5 | -6 |
| COC(=O)c1ccc(OCC(O)Cn2nnc3ccccc32)cc1 (configuration not stated) | 0 | -2 | -1 | -2 | 4 | 6 | 2 | 5 | -5 | 0 |
| CCCC1(c2ccccc2)NC(=O)NC1=O (configuration not stated) | -1 | 4 | -2 | -3 | -8 | 0 | -3 | 12 | 7 | 0 |
| COc1ccc(/C=C/C(=O)N2CCOCC2)cc1OC | -11 | 4 | 4 | -40 | 11 | 8 | -25 | 3 | -1 | -16 |
| Nc1c(C(=O)CSc2nnc(-c3ccccc3)o2)c(=O)[nH]c(=O)n1C1CC1 | -2 | -3 | 9 | -14 | 7 | 0 | -7 | -2 | 7 | 0 |
| CCOc1cccc(-c2nc3c(s2)CCc2onc(-c4cccc([N+](=O)[O-])c4)c2-3)c1 | 1 | 9 | 3 | 4 | 4 | 1 | -1 | 11 | 4 | -2 |
| COc1ccnc(N=CNOCc2ccc(F)cc2Cl)c1C#N | 1 | 4 | 4 | 0 | -8 | -3 | 0 | -9 | 13 | -3 |
| O=C(NC1CCCCC1)C(c1ccnc2ccccc12)n1c(=O)c(-c2ccco2)nc2ccccc21 (configuration not stated) | -36 | -1 | -3 | -38 | 13 | -2 | -63 | 0 | -1 | -12 |

The results go on.
| SMILES | PLCg1 inh | SIAE primary | DDE Tn7 FP inh | ADAM10 inh | ASAP1 inh | Tn6 DDE FP | PLCb3 inh | TDP2 inh | ARFGAP1 inh | ADAM17 inh |
| --- | --- | --- | --- | --- | --- | --- | --- | --- | --- | --- |
| CCc1cc(C(=O)Nc2ccc(S(=O)(=O)NC3=NCCCCC3)cc2)sc1C | -7 | -6 | -1 | 6 | -9 | 8 | -3 | 2 | 8 | -1 |
| O=C(CN1C(=O)NC(CCc2ccccc2)C1=O)Nc1ccccc1C(F)(F)F (configuration not stated) | 1 | 6 | 1 | -11 | -8 | 0 | -4 | 1 | -10 | -1 |
| CCCc1cc(=O)oc2cc(OCC(=O)NC3CC(C)(C)NC(C)(C)C3)ccc12 | -5 | -1 | -3 | -73 | -4 | 6 | -12 | -5 | 3 | -19 |
| Cc1nc2ccc(S(=O)(=O)NCC(=O)NCCc3ccc(Cl)cc3)cc2s1 | 1 | -3 | -6 | 6 | 17 | 0 | -11 | -12 | 0 | 1 |
| C=C1N(CCCCCC(=O)O)C(=O)OC12CCCCC2 | 0 | -6 | 2 | 2 | -9 | 9 | -5 | 6 | 16 | -6 |
| O=C(N/N=C/c1sc(N2CCCCC2)nc1-c1cccs1)C1CC1 | -90 | 2 | -10 | -24 | 4 | -3 | -97 | -6 | 4 | -6 |
| O=C(c1ccc(-n2cnnn2)cc1)N1CCN(C(c2ccccc2)c2ccccc2)CC1 | 2 | -4 | 10 | -9 | 15 | 4 | 1 | 3 | -6 | -5 |
| O=C(COc1ccc(S(=O)(=O)N2CCCC2)cc1Cl)Nc1ccc2c(c1)OCO2 | 0 | 0 | 8 | -1 | 1 | -4 | -1 | 0 | -5 | -4 |
| O=C(O)CSc1nnc(-c2ccccc2O)n1Cc1ccccc1 | -5 | 4 | 0 | -10 | 2 | -2 | 4 | -3 | 10 | -4 |
| COc1ccc(OC)c(NC(=O)c2cnc3n(c2=O)CCS3)c1 | -4 | -4 | 3 | -2 | 6 | 0 | 1 | -6 | 0 | -1 |

Next section
| SMILES | PLCg1 inh | SIAE primary | DDE Tn7 FP inh | ADAM10 inh | ASAP1 inh | Tn6 DDE FP | PLCb3 inh | TDP2 inh | ARFGAP1 inh | ADAM17 inh |
| --- | --- | --- | --- | --- | --- | --- | --- | --- | --- | --- |
| O=C(Nc1ccc(F)cc1)c1cc(S(=O)(=O)N2CCOCC2)cs1 | 0 | -7 | 0 | -13 | -16 | 1 | -11 | -1 | -2 | -3 |
| CCC1S/C(=N/N=C/c2ccco2)N(c2ccc(F)cc2)C1=O (configuration not stated) | 3 | 1 | 1 | 8 | -4 | 11 | 3 | 0 | 11 | -1 |
| O=C(O)CCN1C(=O)/C(=C\c2ccncc2)SC1=S | 4 | 6 | -7 | 11 | 0 | -4 | 0 | -15 | 10 | 4 |
| CS(=O)(=O)c1ccc(C(=O)OCC(=O)Nc2cccc(S(=O)(=O)N3CCCC3)c2)cc1 | 0 | 0 | -3 | 4 | 0 | 1 | -9 | 7 | -6 | 1 |
| O=C(Nn1cnc2ccccc2c1=O)c1ccc(Br)cc1 | -1 | 10 | -8 | 5 | 0 | -5 | -1 | 9 | -2 | 1 |
| CC(C)Oc1ccc(C(=O)Nc2ccc(Cl)c(S(=O)(=O)Nc3ccc(Cl)cc3)c2)cc1 | 8 | -137 | 0 | 18 | 22 | -5 | 2 | -13 | 14 | 10* |

13 entries out of the list, arranged by length of the SMILES, lowest first:
| SMILES | PLCg1 inh | SIAE primary | DDE Tn7 FP inh | ADAM10 inh | ASAP1 inh | Tn6 DDE FP | PLCb3 inh | TDP2 inh | ARFGAP1 inh | ADAM17 inh |
| --- | --- | --- | --- | --- | --- | --- | --- | --- | --- | --- |
| C=C1N(CCCCCC(=O)O)C(=O)OC12CCCCC2 | 0 | -6 | 2 | 2 | -9 | 9 | -5 | 6 | 16 | -6 |
| O=C(Nn1cnc2ccccc2c1=O)c1ccc(Br)cc1 | -1 | 10 | -8 | 5 | 0 | -5 | -1 | 9 | -2 | 1 |
| O=C(O)CCN1C(=O)/C(=C\c2ccncc2)SC1=S | 4 | 6 | -7 | 11 | 0 | -4 | 0 | -15 | 10 | 4 |
| O=C(O)CSc1nnc(-c2ccccc2O)n1Cc1ccccc1 | -5 | 4 | 0 | -10 | 2 | -2 | 4 | -3 | 10 | -4 |
| COc1ccc(OC)c(NC(=O)c2cnc3n(c2=O)CCS3)c1 | -4 | -4 | 3 | -2 | 6 | 0 | 1 | -6 | 0 | -1 |
| CCC1S/C(=N/N=C/c2ccco2)N(c2ccc(F)cc2)C1=O (configuration not stated) | 3 | 1 | 1 | 8 | -4 | 11 | 3 | 0 | 11 | -1 |
| O=C(Nc1ccc(F)cc1)c1cc(S(=O)(=O)N2CCOCC2)cs1 | 0 | -7 | 0 | -13 | -16 | 1 | -11 | -1 | -2 | -3 |
| Cc1nc2ccc(S(=O)(=O)NCC(=O)NCCc3ccc(Cl)cc3)cc2s1 | 1 | -3 | -6 | 6 | 17 | 0 | -11 | -12 | 0 | 1 |
| CCc1cc(C(=O)Nc2ccc(S(=O)(=O)NC3=NCCCCC3)cc2)sc1C | -7 | -6 | -1 | 6 | -9 | 8 | -3 | 2 | 8 | -1 |
| CCCc1cc(=O)oc2cc(OCC(=O)NC3CC(C)(C)NC(C)(C)C3)ccc12 | -5 | -1 | -3 | -73 | -4 | 6 | -12 | -5 | 3 | -19 |
| O=C(c1ccc(-n2cnnn2)cc1)N1CCN(C(c2ccccc2)c2ccccc2)CC1 | 2 | -4 | 10 | -9 | 15 | 4 | 1 | 3 | -6 | -5 |
| CC(C)Oc1ccc(C(=O)Nc2ccc(Cl)c(S(=O)(=O)Nc3ccc(Cl)cc3)c2)cc1 | 8 | -137 | 0 | 18 | 22 | -5 | 2 | -13 | 14 | 10* |
| CS(=O)(=O)c1ccc(C(=O)OCC(=O)Nc2cccc(S(=O)(=O)N3CCCC3)c2)cc1 | 0 | 0 | -3 | 4 | 0 | 1 | -9 | 7 | -6 | 1 |
